# Source: PubChem BioAssay (several laboratories)
# AGP1-GFP MLPCN: modulators of AGP1-GFP expression in yeast TOR pathway, primary screen, cell-based, multiplex flow cytometry, S. cerevisiae, MLPCN library. 3 h; GFP as percent of DMSO wells. GFP response vs DMSO, % at 10 µM. actives 0.02% (n = 320,000);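 active = GFP response relative to DMSO above a set limit, near screen average plus 3 SD, cut at about 150% in these data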;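 also: median GFP channel fluorescence of the gated AGP1 strain per well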
# RPL19A TOR yeast: RPL19A-GFP expression modulators in yeast, primary screen, cell-based, S. cerevisiae, multiplex flow cytometry, MLPCN | S. cerevisiae RPL19A-GFP strain, 3 h; active compounds read low | percent response vs DMSO, % at 10 µM | actives 0.3% (n = 330,000);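 active = percent response vs DMSO below 50%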;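 also: median channel GFP fluorescence of the barcoded RPL19A-GFP strain; ratio of sample median GFP to plate DMSO average so 100% = DMSO; lower means less RPL19A-GFP as with rapamycin TOR inhibition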
# Efflux pump inh: inhibitors of Candida efflux pumps in yeast, primary screen, S. cerevisiae, Nile Red, multiplex; S. cerevisiae Candida pump triplex; AID 485275, 2010; actives 0.44% (n = 330,000); inhibition, % at 10 µM;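 active = plate passing quality check with inhibition over a set limit, or well fluorescence over plate mean plus 4 SD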;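 also: Nile Red retained in pooled yeast measured as flow cytometry median fluorescence; 0% = buffer negative control and 100% = Enniatin B positive control; higher means more Nile Red kept so more efflux inhibition; some compounds called inactive have numbers as strong as hits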
# CIT2 TOR yeast: modulators of CIT2-GFP expression in yeast, primary screen, S. cerevisiae, GFP fusion, multiplex flow cytometry, MLPCN library; S. cerevisiae CIT2-GFP strain, 3 h; 100 means same as DMSO wells; GFP response vs DMSO, % at 10 µM; actives 0.065% (n = 320,000); AID 2029, 2009;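 active = GFP response relative to DMSO above a set limit, near the screen mean plus 3 SD, cut at about 150% in these data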;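 also: ratio of well median GFP fluorescence to mean of DMSO wells on the plate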
# CR mimetic SO: reduction of superoxide in aged yeast, primary screen, HTS. superoxide response (% of plate mean), % at 10 µM. S. cerevisiae aged cells, superoxide DHE fluorescence; active compounds read low. actives 0.18% (n = 330,000);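 active = superoxide response under a set limit, about three screen SD below normal, cut at about 65% in these data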;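 also: yeast aged for seven days with compound at 30 °C before DHE staining; 100% = average MFI of all compound-treated wells on the plate with controls excluded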
# LAP4-GFP MLPCN: modulators of LAP4-GFP expression in yeast, primary screen, S. cerevisiae, multiplex flow cytometry, MLPCN library. 3 h; median GFP as percent of DMSO wells. actives 0.34% (n = 320,000). GFP response vs DMSO, % at 10 µM;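 active = GFP response vs DMSO above a set limit, about the screen mean plus 3 SD, cut at about 150% in these data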
# AHR act: AHR activators, primary screen, cell-based, luminescence, luciferase reporter, human; activation, % at 5 µM; Aryl hydrocarbon receptor (Homo sapiens), P35869; AHR-responsive luciferase reporter cells; AID 2796, 2010; actives 2.5% (n = 320,000); in the data active = activation above about 47%;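 also: 0% = vehicle wells and 100% = reference agonist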
# Target sequence (P35869 whole entry, looked up): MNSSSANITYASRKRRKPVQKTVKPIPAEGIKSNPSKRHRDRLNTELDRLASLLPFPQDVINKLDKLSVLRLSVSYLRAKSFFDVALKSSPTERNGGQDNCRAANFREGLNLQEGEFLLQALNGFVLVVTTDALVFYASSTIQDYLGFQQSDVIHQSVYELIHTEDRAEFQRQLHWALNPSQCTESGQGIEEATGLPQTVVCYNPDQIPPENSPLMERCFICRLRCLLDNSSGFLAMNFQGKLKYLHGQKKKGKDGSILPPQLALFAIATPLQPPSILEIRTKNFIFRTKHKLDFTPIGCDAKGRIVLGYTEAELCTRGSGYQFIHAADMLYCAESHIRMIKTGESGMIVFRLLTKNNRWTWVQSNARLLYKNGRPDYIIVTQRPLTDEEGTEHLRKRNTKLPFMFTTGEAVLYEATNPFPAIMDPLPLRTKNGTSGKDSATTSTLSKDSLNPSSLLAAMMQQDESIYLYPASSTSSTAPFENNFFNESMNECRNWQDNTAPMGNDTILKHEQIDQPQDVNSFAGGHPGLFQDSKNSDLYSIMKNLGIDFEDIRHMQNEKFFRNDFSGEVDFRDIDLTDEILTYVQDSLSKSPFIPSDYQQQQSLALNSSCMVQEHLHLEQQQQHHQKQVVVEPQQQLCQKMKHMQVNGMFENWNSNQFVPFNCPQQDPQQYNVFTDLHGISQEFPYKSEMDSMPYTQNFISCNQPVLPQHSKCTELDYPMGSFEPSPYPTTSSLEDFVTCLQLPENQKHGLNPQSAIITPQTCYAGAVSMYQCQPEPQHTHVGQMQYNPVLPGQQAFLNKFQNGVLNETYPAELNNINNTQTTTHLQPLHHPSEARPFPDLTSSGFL
# MEP2-GFP yeast: modulators of MEP2-GFP levels in yeast, primary screen, S. cerevisiae, multiplex flow cytometry, MLPCN library | GFP response vs DMSO, % at 10 µM | actives 0.51% (n = 330,000) | S. cerevisiae MEP2-GFP strain, 3 h; 100% = DMSO control level;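 active = GFP response versus DMSO above a set limit, roughly screen mean plus 3 SD, cut at about 180% in these data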;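 also: median GFP fluorescence of the barcode-gated MEP2-GFP cells per well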
# * hit, by the source's call; x = not tested or not shown.
SMILES,AGP1-GFP MLPCN,RPL19A TOR yeast,Efflux pump inh,CIT2 TOR yeast,CR mimetic SO,LAP4-GFP MLPCN,AHR act,MEP2-GFP yeast
Cc1ccc2nc(N(CCCN(C)C)C(=O)c3ccco3)sc2c1,103,100,0.0,95,92,99,-11,103
Cc1nnc(SCc2ccccc2)[nH]c1=O,98,98,-0.2,104,97,96,1,88
Cc1cc(C(=O)CN2C(=O)NC3(CCCCC3)C2=O)c(C)n1C,101,95,0.0,106,104,96,9,104
CCOC(=O)N1CCN(S(=O)(=O)c2ccc(Br)s2)CC1,100,98,0.0,82,92,104,10,95
CCOC(=O)c1sc(NC(=O)Nc2ccc(Cl)cc2)cc1C,99,98,-0.2,97,107,98,18,101
COc1cccc(O[C@@H]2O[C@@H]3COC(C)(C)O[C@H]3[C@H](O)[C@H]2NC(C)=O)c1,105,101,-0.1,98,102,101,2,103
Cc1cccc(N2C(=O)CC(N3CCN(c4ccccn4)CC3)C2=O)c1 (stereo not drawn),96,98,0.1,98,98,98,-2,99
Cc1noc(C(=O)Nc2cc(Cl)ccc2O)c1Cl,98,106,0.0,100,86,118,56*,116
CC(C)=CCC/C(C)=C/CNC(=O)CC1C[C@H](C(=O)N(C(C)C)C(C)C)[C@@]2(C)c3[nH]c4ccccc4c3CCN2C1=O (stereo partly drawn),93,91,-0.1,89,102,89,1,88
Cc1c(CCO)c(=O)n(-c2ccccc2)n1S(=O)(=O)c1ccc(F)cc1,96,94,-0.1,92,96,94,5,93
Nc1nnc(CCCCCCCCCCc2nnc(N)s2)s1,97,97,0.0,96,80,98,1,95
COc1cc(/C=C2\S/C(=N/S(=O)(=O)c3ccc(C)cc3)NC2=O)c([N+](=O)[O-])cc1OC,96,98,-0.1,94,113,102,-2,98
CSc1cccc(CN2CCC(CCC(=O)NC3CC3)CC2)c1,111,107,-0.1,110,96,105,1,102
COc1ccc(N(C(=O)Cc2cccs2)C(C(=O)NC2CCCC2)c2ccncc2)cc1 (stereo not drawn),96,100,0.0,109,96,100,-3,108
Cc1noc(C)c1CSCC(=O)Nc1cc(S(=O)(=O)N2CCOCC2)ccc1OC(C)C,103,99,0.1,111,97,102,2,104
CCOc1cccc(=O)c2c(C)n(-c3ccc(C(=O)O)cc3)c(C)c12,101,97,-0.1,105,94,103,-1,100
COc1cccc(CNC(=O)CCCn2nc(C)c3c(C)n(-c4ccc(C)cc4)nc3c2=O)c1OC,99,88,-0.4,91,107,106,-2,92
O=C(COc1ccc(Br)cc1)Nc1ccc2oc(=O)ccc2c1,86,112,0.0,105,95,71,x,88
O=C(COc1ccc(Cl)cc1)NCCSc1ccccc1,94,91,0.1,84,119,109,3,92
Cc1cc(=O)oc2cc(OCC(=O)OCC(=O)N(C)C3CCS(=O)(=O)C3)ccc12 (stereo not drawn),101,101,0.0,110,92,111,-1,97
COc1ccc(NC(=S)Nc2ccc(F)cc2)c(OC)c1,97,97,-0.2,102,104,95,22,109
Cc1ccc(OCCNC(=O)c2ccccc2SCC(=O)N2CCCC2)cc1,110,97,-0.1,101,107,102,9,104
O=C(CN1CCC(C(O)(c2ccccc2)c2ccccc2)CC1)Nc1cc(Cl)ccc1Cl,105,104,0.1,100,97,100,0,106
Cc1ccc(C(c2nnnn2CC2CCCO2)N2CCN(C(=O)c3ccco3)CC2)cc1 (stereo not drawn),89,92,0.6,92,96,93,2,100
CCN(CC)S(=O)(=O)c1cc(NS(=O)(=O)c2cccs2)ccc1C,99,95,-0.1,100,110,96,-2,94
Cn1c(=O)oc2cc(S(=O)(=O)CCC(=O)N3CCN(c4ccccc4)CC3)ccc21,111,112,-0.2,109,123,103,2,114
CCN(CC(=O)Nc1ccc(OC)cc1)C(=O)COc1cccc2c1OC(C)(C)C2,101,101,0.0,104,97,97,0,105
COc1ccccc1N1CCN(C(=O)c2c(-c3ccccc3)noc2C)CC1,100,97,0.0,98,105,100,3,100
COc1ccc(NS(=O)(=O)c2cccc(C(=O)N/N=C/c3ccc4c(c3)OCCO4)c2)cc1,107,105,0.0,106,87,91,-9,104
CC1(C)O[C@@H]2C[C@H]3[C@@H]4C[C@H](F)C5=CC(=O)C=C[C@]5(C)[C@H]4[C@@H](O)C[C@]3(C)[C@]2(C(=O)CO)O1,95,102,-0.1,91,108,100,8,95
O=c1c2sc(-c3ccccc3)cc2nc2n1CCC2,60,59,-0.1,72,48*,121,-22,101
Cc1cccc(CCNS(=O)(=O)c2ccc(S(=O)(=O)N3CCCCC3)cc2)c1,101,100,0.0,102,96,93,1,101
CCCc1cc(=O)[nH]c(SCC(=O)c2ccc(S(=O)(=O)N3CCCC3)cc2)n1,106,106,0.3,96,111,98,-4,105
Fc1ccccc1-n1[nH]nnc1=S,102,94,-0.1,93,92,99,0,98
Cc1ccc(S(=O)(=O)NCC(=O)OCC(=O)N2CC(C)OC(C)C2)cc1 (stereo not drawn),101,96,-0.1,89,112,106,-1,92
O=C(Nc1ccc(F)cc1)c1cccc(N2C(=O)C3C4C=CC(C4)C3C2=O)c1 (stereo not drawn),86,94,-0.1,92,104,86,1,87
COC(=O)c1ccc(NC(=O)Nc2ccc([N+](=O)[O-])cc2)cc1,99,97,0.3,92,116,106,6,110
CC(=O)c1c(C)[nH]c(C(=O)COC(=O)CN2C(=O)C3CCCCC3C2=O)c1C (stereo not drawn),93,94,0.3,84,116,94,1,94
CC1CCCC(NC(=O)c2cc(S(=O)(=O)N3CCCCC3)ccc2Cl)C1C (stereo not drawn),96,94,-0.3,88,97,97,0,98
CC(=O)O[C@@H]1[C@H]2[C@@H](C[C@@H](C)[C@@H]3C=CC(=O)[C@@]13C)OC(=O)[C@@H]2C,102,111,-0.1,96,95,111,1,101
O=C(Nc1ccc(C(F)(F)F)cc1)N1CCN(C(=O)c2ccco2)CC1,95,102,0.1,90,104,99,4,95
CCN(CC)CCCN(Cc1cc2cc(OC)ccc2[nH]c1=O)C(=O)Nc1ccc(F)cc1,100,102,-0.1,114,101,99,3,103
COC(=O)CN(c1cc([N+](=O)[O-])ccc1OC)S(C)(=O)=O,101,102,-0.1,101,94,106,-2,109
Cc1ccc(NC(=O)C(C)Oc2ccccc2)cc1S(=O)(=O)N1CCCCCC1 (stereo not drawn),103,101,0.2,100,101,103,1,109
Cn1c(=O)c(C(=O)NCc2ccccc2)c(O)c2ccccc21,101,106,0.0,101,94,92,3,106
Cc1cc(C)cc(OCC(=O)OCC(=O)Nc2c(C)n(C)n(-c3ccccc3)c2=O)c1,94,84,0.1,89,95,94,-1,98
Cc1ccc(C(=O)CCc2ccc(N)cc2)cc1,98,103,-0.2,103,104,102,9,103
Cc1ccc(S(=O)(=O)Nc2ccccc2CNC2CCCCC2)cc1,93,97,0.1,97,102,98,1,94
Cn1c(N)c(C(=O)COC(=O)c2ccccc2C(=O)c2ccccc2)c(=O)n(C)c1=O,96,95,0.2,87,100,94,0,98
COc1cccc(-n2c(=O)[nH]cc(C(=O)Nc3ccc4c(c3)OCCO4)c2=O)c1,97,100,0.0,103,90,101,9,103
# (cont.)
SMILES,AGP1-GFP MLPCN,RPL19A TOR yeast,Efflux pump inh,CIT2 TOR yeast,CR mimetic SO,LAP4-GFP MLPCN,AHR act,MEP2-GFP yeast
O=C(O)/C(=C\c1ccc2ccccc2c1)c1cccc2ccccc12,110,99,-0.1,92,86,112,0,95
O=C(CSc1ccc(-c2ccco2)nn1)NC1CCCCC1,109,112,0.0,115,100,106,-1,109
C=C1CC[C@H](O)C/C1=C/C=C1\CCC[C@]2(C)[C@@H]([C@H](C)/C=C/[C@H](C)C(C)C)CC[C@@H]12,87,97,0.3,87,94,129,0,95
O=C(Cn1c(SCC(=O)NC2CCCC2)nnc1-c1ccncc1)Nc1ccc2c(c1)OCO2,94,100,0.0,90,102,99,66*,93
CC1CCCN(c2ccc(C(=O)Nc3ccc4c(c3)OCO4)cc2[N+](=O)[O-])C1 (stereo not drawn),105,107,-0.2,107,111,108,30,115
O=C(CNC(=O)c1ccc(Cl)cc1)c1ccc(Cl)cc1,95,104,0.0,99,100,98,-2,98
N#CCOC(=O)c1cc(S(=O)(=O)N2CCCCC2)ccc1N1CCOCC1,104,100,-0.1,105,90,104,-1,101
O=C(NC1CC1)C1CCN(S(=O)(=O)c2cc(Cl)ccc2Cl)CC1,100,99,0.0,95,110,101,-1,100
Cc1ccc2nc(-c3ccc(NC(=O)COC(=O)c4ccc(Br)o4)cc3)sc2c1,102,102,0.3,98,105,99,-10,105
CCn1c(SCc2ccccc2)nnc1-c1ccc(S(=O)(=O)N2CCCCC2)cc1,108,101,0.2,100,88,101,-1,104
Cc1ccc(NC(=O)CC2C(=O)OCC3CCCCN32)cc1Cl (stereo not drawn),98,101,0.0,104,100,90,3,106
COC(=O)c1ccc(Nc2nc(C)cc(=O)[nH]2)cc1,108,105,-0.1,108,101,99,12,106
Cc1ccc(C(=O)CCC(=O)OCC(=O)N(CC(C)C)c2c(N)n(Cc3ccccc3)c(=O)[nH]c2=O)cc1,105,100,-0.3,103,96,107,-2,110
COc1cc(NS(=O)(=O)c2ccc(NC(=O)c3ccc([N+](=O)[O-])cc3)cc2)ncn1,108,99,-0.1,97,108,120,-2,104
CC(C)c1ccc(Nc2ccc(C(=O)O)cc2[N+](=O)[O-])cc1,90,97,-0.1,89,113,110,3,108
CC1CCCCC1NC(=O)CSc1nnc(N)s1 (stereo not drawn),98,97,-0.2,96,83,96,1,98
COc1ccc(C2NC(=O)C(C#N)=C(S)N2c2ccccc2)cc1OC (stereo not drawn),94,94,-0.3,97,87,92,1,92
c1ccc(C2=Nn3c(nnc3-c3cc(-c4ccccc4)n[nH]3)SC2)cc1,107,98,0.1,101,101,100,0,105
COCCNC(=O)c1ccccc1N(Cc1ccccc1)S(=O)(=O)c1ccccc1,100,93,-0.1,92,90,101,-1,94
Cc1nnc(SCC(=O)Nc2ccc(N3CCOCC3)cc2)n1-c1ccccc1,100,99,-0.1,96,97,92,10,99

# Printed as active in AHR act (from the list above):
compound | AGP1-GFP MLPCN | RPL19A TOR yeast | Efflux pump inh | CIT2 TOR yeast | LAP4-GFP MLPCN | AHR act | MEP2-GFP yeast
Cc1noc(C(=O)Nc2cc(Cl)ccc2O)c1Cl | 98 | 106 | 0.0 | 100 | 118 | 56* | 116
O=C(Cn1c(SCC(=O)NC2CCCC2)nnc1-c1ccncc1)Nc1ccc2c(c1)OCO2 | 94 | 100 | 0.0 | 90 | 99 | 66* | 93

# Going on with the list.
SMILES,AGP1-GFP MLPCN,RPL19A TOR yeast,Efflux pump inh,CIT2 TOR yeast,CR mimetic SO,LAP4-GFP MLPCN,AHR act,MEP2-GFP yeast
O=[N+]([O-])c1cccc(-c2nc(-c3ccncc3)no2)c1,86,98,0.0,98,104,98,29,96
O=C(COc1ncnc2ccc(Br)cc12)Nc1ccc(N2CCOCC2)cc1,105,106,0.2,107,80,96,21,102
OCCNc1ncnc2c1sc1nc(N3CCOCC3)c3c(c12)CCC3,93,97,0.0,95,121,97,7,92
COc1ccc2[nH]c(C(=O)O)c(NS(=O)(=O)c3ccc(C)cc3C)c2c1,102,99,-0.1,109,97,100,5,102
COC(=O)c1ccccc1NC(=O)Oc1ccc(F)cc1,99,x,0.3,102,88,98,-3,98
O=C(NCCc1nc2ccccc2[nH]1)C1CCC(=O)N(CCc2cccc(F)c2)C1 (stereo not drawn),101,103,0.0,107,101,78,1,98
O=C(COc1ccc(S(=O)(=O)N2CCCCC2)cc1)NCc1ccccn1,101,99,0.0,105,92,104,0,98
COc1ccc(CCN(C)c2ccc(S(=O)(=O)N3CCCC3)cn2)cc1OC,102,102,-0.1,109,102,100,1,111

# Outcome played no part in choosing rows. Share with any hit: about 3.9%.
